# Compound activity as filed in PubChem.
# ALDH1A1 block – qHTS Assay for Inhibitors of Aldehyde Dehydrogenase 1 (ALDH1A1). Aldehyde dehydrogenase 1A1 (Homo sapiens), P00352. Purified ALDH1A1, NADH fluorescence, propionaldehyde substrate. Potency, µM (top dose mostly 75.3 µM), inactives show at the highest dose activity, negative = inhibition, hits mostly inhibitors. actives 7.3% (n = 220,000). AID 1030, 2008; active = well fitted inhibition curve with a large enough effect, not every such curve was filed as active; inconclusive = small, poorly fitted or top-dose-only effect, or another doubt; inactive = no such curve, though single readings can be large or run the other way;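 note: plate controls were no enzyme wells and a reference inhibitor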
# Target sequence (P00352 whole entry, looked up): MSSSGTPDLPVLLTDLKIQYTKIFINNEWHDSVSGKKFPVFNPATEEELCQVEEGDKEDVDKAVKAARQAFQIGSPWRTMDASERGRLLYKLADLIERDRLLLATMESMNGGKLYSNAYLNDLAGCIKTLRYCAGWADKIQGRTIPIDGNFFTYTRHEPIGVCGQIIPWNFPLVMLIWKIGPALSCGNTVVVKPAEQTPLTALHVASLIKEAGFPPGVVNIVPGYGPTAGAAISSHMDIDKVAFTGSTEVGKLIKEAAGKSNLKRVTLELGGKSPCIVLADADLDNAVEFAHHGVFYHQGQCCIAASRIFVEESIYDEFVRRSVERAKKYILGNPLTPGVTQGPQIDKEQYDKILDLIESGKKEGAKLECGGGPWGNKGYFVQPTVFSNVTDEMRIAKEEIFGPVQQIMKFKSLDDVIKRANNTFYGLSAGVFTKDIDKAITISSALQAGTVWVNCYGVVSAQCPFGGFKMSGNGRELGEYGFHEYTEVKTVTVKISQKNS
# Tau fluor cs – Counterscreen qHTS for Inhibitors of Tau Fibril Formation, Fluorescence Polarization; AID 1463, 2008; actives 0.93% (n = 280,000); tau K18 P301L Alexa594 fluorescence, heparin fibrillization; Potency, µM (series often up to 57.7 µM), inactives show at the top dose activity change, negative = decrease; note: nearly all actives have a fitted effect of over 55% in size
#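 Human K18 P301L tau (15 uM unlabeled plus 0.24 uM Alexa 594-labeled, final) in 100 mM sodium acetate pH 7 was mixed with compound and 20 uM heparin and incubated 6 hr at 37 C.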
# GLA spleen mod – qHTS Assay for Inhibitors and Activators of Human alpha-Galactosidase From Spleen Homogenate; actives 0.008% (n = 240,000); Potency, µM (series often up to 80 µM), for the others: top-dose activity change, negative = inhibition, most hits filed as inhibitors; human spleen homogenate, 4MU-alpha-Gal fluorescence, 40 min;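 note: 0% = enzyme with vehicle and -100% = no enzyme basal signal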
#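 Human spleen homogenate (1 ug) as enzyme source, 4-methylumbelliferyl-alpha-D-galactopyranoside 1 mM final, citrate/phosphate pH 5.0 with 0.01% Tween-20. Compounds 40 min at 37C, NaOH/glycine stop; fluorescence Ex 365/Em 440, Hill-fit AC50.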
# Tau fibril ThT – qHTS for Inhibitors of Tau Fibril Formation, Thioflavin T Binding. actives 2.1% (n = 270,000). Microtubule-associated protein tau (Homo sapiens), P10636. recombinant tau K18 P301L, heparin-induced fibrillization, ThT fluorescence. Potency, µM (titrated, usually from 57.4 µM), inactives show at the top dose activity, negative = inhibition, usual class: inhibitors; note: nearly all actives have a fitted effect of over 55% in size
# Target sequence (P10636 561-689 P618L limits assumed): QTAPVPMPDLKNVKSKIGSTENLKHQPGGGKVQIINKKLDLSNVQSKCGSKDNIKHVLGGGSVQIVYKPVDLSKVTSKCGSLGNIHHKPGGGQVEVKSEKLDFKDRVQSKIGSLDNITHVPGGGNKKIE
#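 Fibril formation assay: tau K18 P301L at 15 uM with trace Alexa 594 label, heparin inducer 20 uM, pH 7 sodium acetate buffer, 37 C for 6 hr; endpoint ThT signal.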
# TexasRed fluor – Total Fluorescence Counterscreen for Inhibitors of the Interaction of Thyroid Hormone Receptor and Steroid Receptor Coregulator 2; TRb/SRC2 Texas Red total fluorescence interference; Potency, µM (doses to about 106 µM), for inactives: top-dose fluorescence change, negative = quenching; actives 0.29% (n = 280,000); active = well fitted curve in either direction with a large enough effect; inconclusive = small, poorly fitted or top-dose-only effect
#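 Flags fluorescent or light-absorbing compounds by total fluorescence, S + 2P, at 555 nm excitation and 632 nm emission. Mixture: 20 nM Texas Red SRC2 peptide, 0.6 uM human TRb LBD, 1 uM T3, 5% DMSO; compound exposure 5 h at ambient temperature.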
# TRb SRC2 PPI – qHTS for Inhibitors of the Interaction of Thyroid Hormone Receptor and Steroid Receptor Coregulator 2; AID 1469, 2008; Potency, µM (titrated, usually from 106 µM), for the others: at the top dose activity change, negative = inhibition, hits mostly inhibitors; Thyroid hormone receptor beta (Homo sapiens), P10828; TRbeta-SRC2 peptide binding, fluorescence polarization; receptor liganded with 1 µM T3; actives 0.065% (n = 280,000);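 note: plate controls were bound peptide for no effect and peptide without receptor for full effect; nearly all actives have a fitted effect of over 50% in size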
# Target sequence (P10828 whole entry, looked up): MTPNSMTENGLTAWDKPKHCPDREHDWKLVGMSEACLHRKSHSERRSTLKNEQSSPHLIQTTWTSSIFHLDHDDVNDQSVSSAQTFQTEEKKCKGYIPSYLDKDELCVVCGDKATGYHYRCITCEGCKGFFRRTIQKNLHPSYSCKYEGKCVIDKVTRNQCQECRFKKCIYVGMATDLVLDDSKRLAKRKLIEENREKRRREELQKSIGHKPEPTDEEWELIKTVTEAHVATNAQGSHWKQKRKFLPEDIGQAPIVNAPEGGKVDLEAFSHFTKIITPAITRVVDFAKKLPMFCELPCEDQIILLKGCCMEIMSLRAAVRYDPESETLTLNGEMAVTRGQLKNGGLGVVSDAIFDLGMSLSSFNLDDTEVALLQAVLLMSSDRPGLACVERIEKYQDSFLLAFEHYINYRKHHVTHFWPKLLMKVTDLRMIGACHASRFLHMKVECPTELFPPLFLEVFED
#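 A fluorescence polarization screen tested compounds at multiple concentrations against complex formation between 0.6 uM TRb ligand-binding domain and 20 nM Texas Red SRC2 peptide, with 1 uM T3 present; readout after 5 hr.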
# L3MBTL1 block – qHTS Assay for the Inhibitors of L3MBTL1. AlphaScreen L3MBTL1–H3K9me1 peptide binding. AID 485360, 2010. actives 0.66% (n = 230,000). Lethal(3)malignant brain tumor-like protein 1 (Homo sapiens), Q9Y468. Potency, µM (doses to about 57.1 µM), for the others: top-dose activity, negative = inhibition, hits mostly inhibitors; note: nearly all actives have a fitted effect of over 60% in size
#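 AlphaScreen assay: L3MBTL1 (50 nM final) was preincubated 30 min at room temperature with biotinylated H3(1-15)K9me1 peptide (75 nM final), then 30 min with library compounds; streptavidin donor and nickel chelate acceptor beads (10 ug/mL final) added, 30 min dark.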
# Tau fibril FP – qHTS for Inhibitors of Tau Fibril Formation, Fluorescence Polarization. Microtubule-associated protein tau (Homo sapiens), P10636. AID 1468, 2008. Potency, µM (top dose mostly 57.7 µM), without a hit: at the highest dose activity, negative = inhibition, usual class: inhibitors. K18 P301L tau heparin fibrillization, Alexa594 FP, 6 h. actives 0.39% (n = 280,000); note: nearly all actives have a fitted effect of over 55% in size
#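 Recombinant K18 P301L […], labeled with Alexa 594 at 0.24 uM over 15 uM unlabeled; heparin inducer 20 uM final; 37 C, 6 hr; FP endpoint.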
# Starred values were filed as active, the others as inactive; ? = inconclusive; · = no result given; & = joins results of further samples; [ ] = another dose, or the depositor's remark. Unless noted, calls come from the whole dose curve; as a rule, active = well fitted curve in the direction sought with a large enough effect; inconclusive = small, poorly fitted or top-dose-only effect, or another doubt; inactive = no such curve, though single readings can be large; an effect the other way counts as inactive or inconclusive. Unless noted, % is set by controls: 0 for no effect and ±100 for the full control effect; potency is the fitted concentration of half-maximal effect.
SMILES,ALDH1A1 block,Tau fluor cs,GLA spleen mod,Tau fibril ThT,TexasRed fluor,TRb SRC2 PPI,L3MBTL1 block,Tau fibril FP
CC1=C(C(=O)N2CCCC(C(=O)c3cccc4ccccc34)C2)OCCO1 (stereo unspecified),?,-5%,-2%,-5%,-2%,-2%,-2%,2%
CCOCC(=O)Nc1cc(Cl)ccc1C,-4%,-9%,-3%,-7%,-2%[53 µM],1%[53 µM],4%,-7%
COc1ccc(C)cc1NS(=O)(=O)c1ccc2c(c1)CCCN2C(C)=O,·,-17%,·,-10%,5%,-10%,·,0%
Cc1ccc(NC(=O)CCc2c(C)nn(-c3ccc(N4CCOCC4)nn3)c2C)cc1F,·,-11%,·,?,?,-1%,·,-5%
c1ccc(-c2nn3c(Cn4nnc5ccccc54)nnc3s2)nc1,3.2µM*,-4%,5%,-18%,-1%,-1%,?,5%
CCC1=C2CC[C@H]3C(=O)N(CC)C(=O)[C@H]3[C@H]2[C@@]2(Cc3ccccc3)C(=NCCOC)OC(=O)N2C1=O,0%,-3%&2%,-4%&12%,-1%&-2%,-3%&1%,-2%&6%,·,-12%&0%
CCOC(=O)CSc1nnc(-c2cccnc2)n1Cc1ccccc1,-10%,-6%,0%,-10%,-1%,-2%,42%[activator],-5%
Cc1ccc2oc(=O)n(CCOc3ccccc3)c2c1,-5%,-19%,3%,-12%,0%,0%,26%,-6%
Clc1ccc2c(c1)-c1c(cnc3cc(-c4ccccc4)nn13)CO2,·,-26%,·,-6%,-4%,2%,·,?
O=C(Nc1ccccn1)NC(C(F)(F)F)C(F)(F)F,8%,-10%,-8%,-2%,0%,6%,-1%,0%
Cc1ccc(-c2nnc(Nc3cccc(Cl)c3)c3ccccc23)cc1S(=O)(=O)N1CCN(C)CC1,·,?,·,1%,-3%,-4%,·,?
COCCNC(=O)C(c1ccccc1)N(CCOC)C(=O)Cn1nnc2ccccc21 (stereo unspecified),9%,0%,8%,-3%,-2%,-2%,-1%,-1%
CC(C)(C)c1ccc(NC(=O)NC2CCCc3ccccc32)cc1 (stereo unspecified),12%,-11%,9%,2%,2%,0%,7%,-10%
Cc1ccc(-c2c(CN3CCN(c4cccc(C)c4)C(C)C3)csc2C)cc1 (stereo unspecified),·,-7%,·,-3%,-1%,-2%,·,7%
O=C1N(c2cccc(Cl)c2)C(c2ccc(Cl)cc2)N2CCCN12 (stereo unspecified),-6%,-23%,-15%,-2%,0%,17%,-9%,-8%
COc1ccccc1S(=O)(=O)Cc1ccc(C(=O)NCc2cccnc2)o1,-10%,-7%,-4%,-12%,-3%,-2%,·,6%
COc1ccc(C(=O)NCc2ccc3c(c2)OCO3)cc1,4%,-9%,1%,-6%,4%,-3%,12%,-5%
COc1cccc(CNC(=O)c2nnc(Cc3ccc(Cl)cc3)o2)c1,·,-3%,·,-3%,0%,0%,·,-9%
CCOc1ccc(Cn2c(CNS(=O)(=O)c3ccc(C(C)(C)C)cc3)nc3cccnc32)cc1,·,-17%,·,-17%,-1%,1%,·,9%
COc1ccc(C(c2nnnn2C2CCCC2)N2CCc3ccccc3C2)cc1OC (stereo unspecified),?,-5%,3%,-18%,-4%,1%,-2%,-1%
c1ccc(OCc2nn3c(-c4ccco4)nnc3s2)cc1,-12%,-2%,-4%,-8%,-2%,1%,-4%,5%
Cc1c(Cl)cccc1NC(=O)Cn1nc(C(F)(F)F)c2c1CCC2,·,-7%,·,-1%,-7%,3%,·,0%
COc1cccc(Cn2ccn(-c3ccc(F)cc3)c(=O)c2=O)c1,·,-2%,·,10%,6%,-4%,·,-19%
CC(=O)OCCCCCCCCCCC[N+]1(C)CCCCC1,15%,-10%,-4%,-9%,0%,0%,4%,-1%
CC1=C(C(=O)OCc2ccc3c(c2)OCO3)C(c2ccc(Cl)cc2)NC(=O)N1 (stereo unspecified),-1%,-9%,-1%,1%,0%,3%,-6%,-2%
CCN(C(=O)CN1CCc2ccccc21)c1c(N)n(Cc2ccccc2)c(=O)[nH]c1=O,-5%,1%,-4%,-6%,-1%,-10%,-4%,-5%
C=CCNC(=S)N/N=C/c1ccc(-c2ccc(Br)cc2)o1,-13%,?,11%,?,-2%,-3%,3%,2%
c1ccc(Nc2ccc(-n3ccnc3)nn2)cc1,-7%,-16%,4%,?,-3%,10%,-10%,7%
Cn1nnnc1SCC(=O)N1CCN(C(c2ccccc2)c2ccccc2)CC1,?,-7%,3%,-12%,-4%,3%,10%,-7%
Cc1c(C(=O)N(C)C)sc(NC(=O)c2cc([N+](=O)[O-])cc([N+](=O)[O-])c2)c1C#N,8%,-13%,-9%,?,-3%,10%,2%,4%

# Entries from the list above with a tert-butyl group:
SMILES,ALDH1A1 block,Tau fluor cs,GLA spleen mod,Tau fibril ThT,TexasRed fluor,TRb SRC2 PPI,L3MBTL1 block,Tau fibril FP
CC(C)(C)c1ccc(NC(=O)NC2CCCc3ccccc32)cc1 (stereo unspecified),12%,-11%,9%,2%,2%,0%,7%,-10%
CCOc1ccc(Cn2c(CNS(=O)(=O)c3ccc(C(C)(C)C)cc3)nc3cccnc32)cc1,·,-17%,·,-17%,-1%,1%,·,9%

# Returning to the listing, starting five compounds before the break.
SMILES,ALDH1A1 block,Tau fluor cs,GLA spleen mod,Tau fibril ThT,TexasRed fluor,TRb SRC2 PPI,L3MBTL1 block,Tau fibril FP
CCN(C(=O)CN1CCc2ccccc21)c1c(N)n(Cc2ccccc2)c(=O)[nH]c1=O,-5%,1%,-4%,-6%,-1%,-10%,-4%,-5%
C=CCNC(=S)N/N=C/c1ccc(-c2ccc(Br)cc2)o1,-13%,?,11%,?,-2%,-3%,3%,2%
c1ccc(Nc2ccc(-n3ccnc3)nn2)cc1,-7%,-16%,4%,?,-3%,10%,-10%,7%
Cn1nnnc1SCC(=O)N1CCN(C(c2ccccc2)c2ccccc2)CC1,?,-7%,3%,-12%,-4%,3%,10%,-7%
Cc1c(C(=O)N(C)C)sc(NC(=O)c2cc([N+](=O)[O-])cc([N+](=O)[O-])c2)c1C#N,8%,-13%,-9%,?,-3%,10%,2%,4%
COC(=O)Nc1nc2c(C)cccc2s1,4%,-7%,-6%,?,-4%,-8%,4%,-3%
CC(NC(=S)N1CCN(c2ccccc2)CC1)c1ccccc1 (stereo unspecified),·,-6%,1%,9%,-2%,-1%,·,10%
Cc1nn(C)c(C(=O)N2CCOCC2)c1Cl,1%,-4%,-1%,-1%,-5%,-6%,27%,3%
CN1c2ccccc2C(=O)NC1c1ccc(Cl)cc1 (stereo unspecified),?,-3%,-4%,-3%,-1%,-4%,5%,4%
COc1ccc(OC)c(/C=N/NC(=O)Cn2ccnc2C)c1,·,-2%,?,-2%,-4%,2%,7%,-1%
COc1ccc(Cl)cc1NC(=O)Cn1c(=O)n(CCC(=O)NCc2ccc3c(c2)OCO3)c(=O)c2ccccc21,·,-8%,·,10%,3%,5%,·,2%
COc1ccc(C2OC(=O)CC2C(=O)NCc2ccc(F)cc2)cc1OC (stereo unspecified),10%,-4%,-2%,2%,0%,1%,·,1%
O=C(COc1ccc(Br)cc1)Nc1ccc(-c2nnc(-c3ccco3)o2)cc1,3%,-3%,3%,?,0%,-7%,4%,-13%
CC1(C)[C@@H](O)CC[C@]2(C)C3C(=O)C=C4C5C[C@@](C)(C(=O)O)CC[C@]5(C)CC[C@@]4(C)[C@]3(C)CC[C@@H]12 (stereo partly specified),0%,10%,16%,?,-1%,0%,·,17%
CNS(=O)(=O)c1ccc(C)c(S(=O)(=O)NC)c1,-2%,3%,2%,0%,-2%,-5%,1%,6%
O=S(=O)(c1ccccc1)c1nc(-c2ccccc2)oc1N1CCN(c2cccc(Cl)c2)CC1,·,-11%,·,1%,-10%,-7%,·,-12%
Cc1cc(NC(=O)c2ccc(-c3ccccc3F)o2)no1,-5%,-2%,10%,?,1%,5%,10%,3%
CN(Cc1ccsc1)C(=O)CCc1nnc(CCCc2ccccc2)o1,2%,-17%,0%,-17%,1%,-10%,-6%,-5%
Cc1cccc(NC(=O)CSc2nc(C3CCCC3)nc3c2c(=O)n(C)c(=O)n3C)c1C,·,10%,·,2%,-3%,0%,·,-4%
COc1ccccc1N1CCN(C(=O)C(C)N(c2ccccc2)S(C)(=O)=O)CC1 (stereo unspecified),-13%,-7%,6%,-13%,-1%,-6%,·,5%
C/C(N)=C(/C#N)C(=O)CSc1nc2ccccc2c(=O)n1CCCO,?,-13%,3%,-8%,-4%,-6%,-3%,-4%
Cc1ccc(/C=N/N2CCN(Cc3ccc(C)cc3)CC2)cc1,·,-12%,6%,-11%,0%,0%,?,-3%
COc1ccccc1C(=O)OCC(=O)Nc1ccccc1OC(F)F,·,-12%,8%,-7%,-2%,5%,·,-6%
COc1cccc(NC(=O)c2cccc3c(=O)c4c([nH]c23)CCCC4)c1,·,9%,·,6%,-3%,14%,·,4%
CN(C)CCN(C(=O)c1ccco1)c1nc2c(F)cc(F)cc2s1,·,9%,·,13%,?,3%,·,?
CC(NC(=O)c1cccc2ccccc12)c1ccc2c(c1)CCCC2 (stereo unspecified),?,-15%,-19%,-17%,-2%,0%,4%,2%
Cn1c(SCC(=O)NCCc2ccc(S(N)(=O)=O)cc2)nc2ccccc2c1=O,?,-8%,10%,-10%,-1%,-7%,-26%,-1%
O=C(CSc1ccc(-c2cccs2)nn1)Nc1ccccc1C(F)(F)F,·,-17%,·,-5%,-3%,4%,·,1%
O=C(Nc1cc(Cl)ccc1Cl)C1CC(=O)N(c2ccc(Br)cc2)C1 (stereo unspecified),-3%,-24%,2%,-7%,-1%,-6%,·,?
COc1cccc(-n2nnc3c(=O)n(Cc4c(F)cccc4Cl)cnc32)c1,?,-6%,4%,1%,0%,2%,33%[activator],3%
